Source: PubChem BioAssay (Broad Institute)
EWS-Fli block – blocks EWS/Fli oncoprotein-driven transcription; A673 NR0B1-luciferase reporter, viability-normalised; inhibition, % at 12.6 µM; 0.67% of 350,000 active;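 active means mean inhibition of at least 50% after viability correction, with every replicate also passing that limit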;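 further: firefly luciferase signal divided by Alamar Blue viability fluorescence both relative to DMSO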
S100A4 inh HTS – blocks human S100A4 binding to myosin IIA peptide; P26447; S100A4/TAMRA-MyoIIA peptide fluorescence polarization; inhibition, % at 10.7 µM; 0.14% of 360,000 active;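 active means mean inhibition of at least 70% across replicates, with every replicate also reaching that level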
Target sequence (P26447 whole entry, looked up): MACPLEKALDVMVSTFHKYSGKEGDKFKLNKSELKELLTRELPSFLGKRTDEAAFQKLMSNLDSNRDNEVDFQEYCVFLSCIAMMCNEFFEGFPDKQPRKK
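Assay system: human S100A4 monomer with TAMRA-labelled myosin IIA peptide / Buffer or medium: Calcium-containing HEPES buffer, pH 7.2 / Reagent: TAMRA-labelled myosin IIA heavy-chain peptide probe, 5 nM / Compound: one dose per compound / Timing: polarization read 5 min after assay mix addition, stable 5–60 min / Benchmarks: neutral control DMSO, positive control TFP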
PAX8 inh HTS – lowers PAX8-driven luciferase in RMG-I cells; AID 652154; 1.2% of 360,000 active; RMG-I TPO-luciferase reporter, SteadyGlo, 24 h; inhibition, % at 12.6 µM;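 active means mean replicate inhibition at least 60% with every replicate also reaching 60%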;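 further: luciferase light reporting Pax8 driven TPO promoter activity; plate controls were median of neutral control wells for no effect and mitoxantrone controls for full effect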
PglD DTNB – PglD (C. jejuni) enzyme inhibition. inhibition, % at 12.5 µM. purified PglD enzyme, DTNB colorimetric CoA detection. 0.098% of 360,000 active; in the data active means inhibition above about 16%, passing the limit was not always enough; further: strong numbers were not always called active
FN deposition inh – fibronectin deposition inhibition | AH1F fibroblasts, Alexa488-fibronectin deposition fluorescence, overnight | inhibition, % at 12.6 µM | 0.086% of 350,000 active;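 active means mean inhibition across replicates of 30% or more, regardless of how many single replicates reach that level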;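 further: positive control wells lacked labelled fibronectin entirely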
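Schedule: 1 h cell adhesion before compound, then overnight fibronectin incubation; test system: AH1F fibroblast monolayer depositing Alexa488-labelled fibronectin into matrix; quantity: 10000 AH1F cells per well; probe or stimulus: fluorescent fibronectin at 24 nM final; signal: fluorescence, ex 485 nm, em 525 nm; evaluation: percent inhibition as loss of matrix-bound fibronectin fluorescence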
LGR2 inh – blocks bursicon-induced cAMP signaling via Drosophila LGR2. HEK293 LGR2, CRE-luciferase, bursicon-stimulated, 4 h. inhibition, % at 9.99 µM. 0.35% of 380,000 active;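 active means drop in luminescence signal, shown as inhibition above about 50% in the replicate tests, limit read from the data, passing the limit was not always enough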;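 further: agonist challenge used bursicon conditioned medium at about half maximal strength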
ERAP1 inh – ERAP1 (human) enzyme inhibition; AID 652197; 0.15% of 340,000 active; recombinant ERAP1, Leu-AMC fluorescence, 60 min; Q9NZ08; inhibition, % at 10.7 µM;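 active means mean replicate inhibition of at least 30%, or all replicates individually reaching that 30% level; inactive means mean below 30% and not every replicate reaching it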;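 further: 0% = neutral control wells and 100% = L-leucinethiol positive control wells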
PGC1a acetyl inh – modulators of PGC1a acetylation; U2OS PGC1a acetylation, AlphaScreen anti-acetyl-lysine; with virally co-expressed GCN5 acetyltransferase; inhibition, % at 15.6 µM; 0.17% of 350,000 active;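 active means every replicate shows inhibition of at least 40%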;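 further: 0% = neutral control wells and 100% = positive control wells; some results beyond the cut were filed as inactive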
Starred values were filed as active, the others as inactive; x = not tested or not shown.

Compound	EWS-Fli block	S100A4 inh HTS	PAX8 inh HTS	PglD DTNB	FN deposition inh	LGR2 inh	ERAP1 inh	PGC1a acetyl inh
CC(C)NC(=O)Nc1ccc2c(c1)CC(=O)N([C@H](C)CO)C[C@@H](C)[C@H](CN(C)Cc1ccc(Cl)c(Cl)c1)O2	x	2	-6	9	x	28	1	5
COc1ccc(-n2nnnc2C(c2cc3ccccc3o2)N2CCN(C/C=C/c3ccccc3)CC2)cc1 (stereo unspecified)	24	-3	28	4	-5	-5	-2	3
O=C(CSc1nc2ccccc2c(=O)n1Cc1ccco1)Nc1cccc(O)c1	-26	-2	-10	x	11	-7	-1	x
CCc1ccccc1NC(=O)CNC(=O)c1cn(Cc2ccccc2)nc1-c1cccnc1	-2	1	-10	-4	-14	-3	0	-7
C[C@H](CO)N1C[C@H](C)[C@@H](CN(C)S(=O)(=O)c2cccs2)Oc2ccc(NC(=O)NC3CCCCC3)cc2CC1=O	0	2	10	5	-10	10	-1	-17
CCCC#Cc1ccc([C@H]2[C@@H](CO)N3C(=O)CN(C(=O)Nc4cccc(F)c4)C[C@H]23)cc1	1	-1	12	x	-26	5	-3	4
COc1ccc(NC(=O)CCNS(=O)(=O)c2cccc3nsnc23)cc1OC	-5	0	21	x	12	x	6	x
O=C(O)/C(=C\c1ccc(-c2ccccc2[N+](=O)[O-])o1)c1ccccc1	9	3	36	-1	1	-30	0	16
c1ccc2c(c1)ncn2-c1ccc(-c2ccnc3ncnn23)cc1	4	-18	-12	x	-4	-20	7	-3
Cc1ccc(S(=O)(=O)N2CC[C@H]3[C@H](CO)Nc4ccc(C#Cc5ccc(F)cc5)cc4[C@H]32)cc1	12	-2	10	-10	17	24	-1	-14
C=CCNC(=S)NNC(=O)c1ccc([N+](=O)[O-])cc1	6	1	14	x	6	-1	-2	11
CCC(C)C(=O)N1CCCC(c2nc(-c3cccs3)no2)C1 (stereo unspecified)	x	x	-115	2	10	x	x	-9
CN(C1CCCCC1)S(=O)(=O)c1ccc(C(=O)N2CCN(c3nc4ccccc4s3)CC2)cc1	x	x	9	-1	10	2	x	-2
Cc1ccccc1NC(=O)c1c(C)[nH]c(=S)c(C#N)c1-c1ccc(Cl)cc1	8	-3	6	-4	-31	7	1	26
CCNC(=O)C[C@@H]1C=C[C@H](NC(=O)NC2CCCCC2)[C@H](CO)O1	-4	-10	-7	1	6	-7	-6	10
COC(=O)[C@@]12CCCCN1[C@H](c1ccc(-c3ccc(F)cc3)cc1)[C@H]1C(=O)N(C)C(=O)[C@H]12	-1	5	-10	1	3	18	3	-5
Cc1cc(C)c(OCC(=O)Nc2nnc(-c3ccco3)o2)c(C)c1	3	-3	1	x	x	-2	-1	3
Cn1cnnc1SCC(=O)N/N=C/c1ccc(OCC(N)=O)cc1	2	1	-2	x	0	15	x	x
CCOc1ccc(S(=O)(=O)N2CCC(C(=O)Nc3cccc(NC(C)=O)c3)CC2)cc1	9	1	-10	-1	-5	14	3	4
C[C@H](CO)N1C[C@H](C)[C@@H](CN(C)C(=O)NC2CCCCC2)Oc2ccc(N(C)C)cc2CC1=O	-8	7	11	-2	7	-8	0	-2
CN(C)S(=O)(=O)c1cc(NC(=O)C2=COCCO2)ccc1Cl	1	14	-3	-2	12	-17	-2	3
CN(CC(=O)Nc1ccccc1Cl)C(=O)COC(=O)CCN1C(=O)C2CC=CCC2C1=O (stereo unspecified)	-3	-2	1	x	-3	-10	-1	x
COC(=O)[C@]12CCCCC=C1N(CCC1=CCCCC1)C(=O)[C@H](CC(=O)NCc1cccc(C(F)(F)F)c1)C2	8	-2	26	x	1	15	0	x
C[C@H](CO)N1C[C@H](C)[C@@H](CN(C)S(=O)(=O)c2cn(C)cn2)OCCCC[C@H](C)Oc2ccc(NC(=O)NC3CCCCC3)cc2C1=O	-2	14	18	-1	x	-2	-2	-8
Nc1nc(SCC(=O)Nc2cc(Cl)ccc2Cl)n[nH]1	7	-4	20	x	3	-3	3	x
O=C(Nc1ccc(F)cc1)N[C@@H]1CC[C@@H](CCNS(=O)(=O)c2ccccc2F)O[C@H]1CO	-3	-6	x	-1	x	-22	0	-3
CCCC1=C(C(=O)OCC)C(c2ccco2)C(C#N)=C(N)O1 (stereo unspecified)	5	-1	0	0	-4	18	22	0
COc1ccc(-n2ccc3ccccc32)cc1	-10	-9	-59	x	-3	-22	0	x
COc1cccc(C(=O)Nc2ccc3c(c2)C(=O)N(C)C[C@@H](OC)[C@@H](C)CN(C)[C@@H](C)CO3)c1	1	-6	x	2	18	-6	2	-6
CSC1=NC(C)N2C(SC)=NC(C)N12 (stereo unspecified)	-4	1	6	x	-11	5	13	3
CCOCCn1c(CN(Cc2ccccc2)Cc2ccccc2)nc2c1c(=O)[nH]c(=O)n2C	13	10	x	0	x	5	0	-52
Cc1cc(S(=O)(=O)NCc2ccccc2)ccc1OCC(=O)Nc1cccc([N+](=O)[O-])c1	21	2	37	0	15	-10	0	-17
COC(=O)c1nc(N)sc1-c1ccc(OC)cc1	x	x	-26	-8	-4	x	x	3
COc1ccc(Br)c2oc(S)cc(=O)c12	-4	-1	18	3	0	-3	1	x
COC(=O)c1cccc(-n2c(C)cc(O)cc2=O)c1	-1	-21	9	x	-9	7	2	x
COc1cccc(C(=O)Nc2ccc(Oc3cccc(C(F)(F)F)c3)nc2)c1	19	-7	14	0	3	1	-2	x
CCOCC(=O)Nc1cc(C(=O)OC)cc(C(=O)OC)c1	5	-4	-3	x	2	-39	-3	x
C=CCn1c(Oc2ccccc2)nc2c1c(=O)n(C)c(=O)n2C	12	8	8	x	-16	19	0	-9
Cc1noc(C)c1S(=O)(=O)Nc1ccc2c(c1)C(=O)N([C@H](C)CO)C[C@@H](C)[C@H](CN(C)C(=O)Nc1ccc(F)cc1)OCCCC[C@H](C)O2	-11	-17	5	-4	1	3	-2	-7
O=C(COc1ccc(Br)cc1Cl)NNC(=O)c1ccccc1	-2	0	-1	0	-1	-6	0	5
Cc1cccnc1NC(=O)c1ccccc1-c1ccccc1C(=O)Nc1ncccc1C	x	x	-22	6	x	6	x	0
C#CCOC(=O)CCCN1C(=O)c2cccc3cccc(c23)C1=O	2	-4	3	1	-2	-32	1	-6
CN1C(=O)c2cc(NC(=O)Cc3cccs3)ccc2OC[C@H]2O[C@@H](CC(=O)N[C@@H]3CCN(Cc4ccccc4)C3)CC[C@@H]21	0	5	15	2	-9	-18	-1	x
O=C(NNC(=S)NC(=O)c1ccco1)c1ccc(F)cc1	14	0	23	x	-5	x	-2	7
COc1cc2ccccc2cc1C(=O)Nc1ccc(N2CCOCC2)cc1	-2	28	19	-1	1	-5	-6	x
C[C@@H]1CN([C@@H](C)CO)C(=O)Cc2cc(NS(=O)(=O)c3ccccc3)ccc2O[C@@H]1CN(C)Cc1ccccc1	5	8	x	0	x	-5	-1	-3
COC(=O)c1c(NC(=O)CSc2nnc(C)c(=O)[nH]2)sc(C)c1C	6	0	-12	x	x	24	10	-7
Cc1cc(C(=O)CCC(=O)N2CCN(S(=O)(=O)c3ccccc3)CC2)c(C)s1	3	-4	x	-4	3	17	3	-4
Cc1cc(C(=O)NC(C)Cc2ccccc2)cc(C)c1[N+](=O)[O-] (stereo unspecified)	-7	-6	0	x	3	-5	-2	-10
COc1ccc(-c2cc(=O)c3ccc(O)cc3o2)cc1OC	-14	-17	x	2	x	-40	6	2

(cont.)
Compound	EWS-Fli block	S100A4 inh HTS	PAX8 inh HTS	PglD DTNB	FN deposition inh	LGR2 inh	ERAP1 inh	PGC1a acetyl inh
O=C(C[C@@H]1CC[C@@H]2[C@H](COC[C@H](O)CN2C(=O)c2ccccc2)O1)N1CCOCC1	1	15	0	4	4	10	0	0
Cc1cc(C)cc(-n2c(O)c(C=NC3CCS(=O)(=O)C3)c3ccccc3c2=O)c1 (stereo unspecified)	x	x	x	3	2	18	x	-2
O=C(Nc1ccc2c(c1)OCO2)c1ccc(NC2CC2)c([N+](=O)[O-])c1	-15	-1	-11	2	5	-13	2	x
COc1cc(NC(=O)c2cccnc2)c(Cl)cc1NC(=O)c1ccc(Cl)cc1	x	-2	5	-3	-3	2	-2	x
CCOc1ccccc1NC(=O)c1cc(S(=O)(=O)N2CCOCC2)ccc1C	2	-4	-4	1	8	-10	-2	x
C[C@@H]1CN([C@@H](C)CO)C(=O)Cc2cc(NC(=O)Nc3cccc4ccccc34)ccc2O[C@@H]1CN(C)S(=O)(=O)c1ccc(F)cc1	-1	8	3	4	x	3	-2	5
O=C(Oc1ccccc1)N1CCN(C(=O)c2ccco2)CC1	-3	1	-1	-1	x	7	1	2
CC(C)N(C(=O)COc1ccc(Br)cc1Cl)C(C)C	x	x	7	3	-14	x	x	-21
COc1ccc2[nH]c(=O)c(CN(C(C)=O)c3ccc(C)c(C)c3)cc2c1	21	9	-11	-1	6	6	1	x
COc1cc(NC(=O)CN(c2ccc(C)cc2)S(=O)(=O)c2c(C)nn(C)c2C)cc(OC)c1	x	x	17	3	4	x	x	-5
Cc1ccc(S(=O)(=O)NCC(=O)OCC(=O)NC(=O)NC2CCCC2)cc1	-5	-2	7	x	x	-2	0	x
C[C@H](CO)N1C[C@H](C)[C@@H](CN(C)Cc2ccc(C(=O)O)cc2)Oc2ccc(NC(=O)Cc3cn(C)c4ccccc34)cc2C1=O	3	9	10	1	x	17	2	7
CC(C)c1cc(NCCOCCO)n2c(nc3ccccc32)c1C#N	5	-4	11	x	-18	14	-28	x

Entries of single compounds as entered above. Order of values: EWS-Fli block | S100A4 inh HTS | PAX8 inh HTS | PglD DTNB | FN deposition inh | LGR2 inh | ERAP1 inh | PGC1a acetyl inh
O=C(Nc1ccc2c(c1)OCO2)c1ccc(NC2CC2)c([N+](=O)[O-])c1 reads -15 | -1 | -11 | 2 | 5 | -13 | 2 | x
CC(C)N(C(=O)COc1ccc(Br)cc1Cl)C(C)C reads x | x | 7 | 3 | -14 | x | x | -21
COc1cc(NC(=O)c2cccnc2)c(Cl)cc1NC(=O)c1ccc(Cl)cc1 reads x | -2 | 5 | -3 | -3 | 2 | -2 | x
